# NCI-60 one-dose screen, 48 h, at 10 µM unless noted. Numbers give growth in % (100 = growth as untreated, 0 = no growth, -100 = all killed).
# A549/ATCC: A549/ATCC NSCLC | actives 3.7% (n = 81,000)
# EKVX: EKVX NSCLC; actives 3% (n = 71,000)
# HOP-62: HOP-62 NSCLC; actives 3.9% (n = 80,000)
# HOP-92: HOP-92 NSCLC cells. actives 6.3% (n = 71,000). AID 1794738
# MOLT-4: MOLT-4 leukemia cells; actives 6.9% (n = 80,000); AID 1794779
# SR: SR leukemia cells; actives 8.7% (n = 73,000)
# RPMI-8226: RPMI-8226 leukemia cells. actives 7.5% (n = 77,000). AID 1794781
# CCRF-CEM: CCRF-CEM leukemia; AID 1794778; actives 7% (n = 77,000)
# Starred values were filed as active, the others as inactive; / = no result given; & = joins results of further samples. Rule for the calls: active = growth percent below 10; inactive = the rest.
# Second line of a record: A549/ATCC	EKVX	HOP-62	HOP-92	MOLT-4	SR	RPMI-8226	CCRF-CEM
- N#Cc1ccc(S(=O)(=O)Nc2ccc(-c3cnc(N)[nH]3)cc2)cc1
    98.4	104.9	104.8	100.2	/	/	104.0	98.2
- COc1cc2cc3c(nc2cc1OC)CCN3Cc1ccc(NC(=O)Nc2cc(Cl)cc(Cl)c2)cc1
    84.4	/	111.0	65.1	56.4	62.5	85.9	82.2
- COc1ccccc1CNC(=O)CCn1c(=O)[nH]c2ccccc2c1=O
    99.3	/	92.0	157.8	105.5	97.3	108.5	102.0
- O=C(COc1cccc(/C=C2\COc3ccc(Cl)cc3C2=O)c1)c1ccc(Cl)cc1
    100.1	100.6	73.7	66.3	41.2	/	-11.4*	3.0*
- CN(CCCNC(=O)CCOCCOCCOCCNC(=O)Cc1ccc2ccc3cccc4ccc1c2c34)CCCNc1cc(-c2ccc3ccccc3c2)nc2ccccc12
    -33.9*	-65.8*	-90.4*	-88.2*	-83.7*	-74.8*	-48.9*	-78.6*
- CCOC(=O)c1nn(C2CCCCO2)c2ccc(NC(=O)CSc3nc(C)cc(C)n3)cc12 (stereo not given)
    94.7	81.1	79.1	63.7	89.2	114.1	97.2	94.6
- NNC(=O)CCCCl
    100.2	98.6	107.0	137.1	120.0	114.2	113.6	112.1
- NS(=O)(=O)c1ccc(NC(=O)N=Nc2c(O)n(Cc3ccc(F)cc3)c3ccccc23)cc1
    94.3	92.3	77.3	53.3	80.5	34.3	75.1	87.1
- N#CC(c1ccccc1)C(Cc1ccccc1)c1ccccc1 (stereo not given)
    84.6	66.3	118.0	/	57.0	70.2	54.0	71.3
- O=S(Nc1ccccc1)c1ccc(-c2ccccc2)cc1 (stereo not given)
    76.4	100.6	90.9	100.9	77.7	86.0	102.3	86.1
- CCCCCCCCCN1CCCCC1
    70.7	99.8	80.1	76.4	95.7	98.9	89.9	67.8
- O=C1Nc2ccc([N+](=O)[O-])cc2C1=Nc1ccc(F)c(Cl)c1
    115.7	91.9	103.0	98.3	/	/	112.3	93.2
- CC1COc2c(N3CCN(C)CC3)c(F)cc3c(=O)c(C(=O)N/N=C/c4c[nH]c5ccccc45)cn1c23 (stereo not given)
    107.4	75.1	96.5	97.8	/	/	108.8	/
- COc1ccc(-c2cs/c(=N\N=C\c3cccc(F)c3)n2-c2ccccc2)cc1
    91.0	66.6	69.3	84.2	54.6	27.2	58.7	58.2
- COc1ccc(C2=C/C(=C/c3ccc(Cl)cc3)C(=O)N2Cc2ccccc2)cc1
    81.7	98.2	90.5	79.4	98.4	97.6	90.4	83.3

# Part of the list above in order of number of heavy atoms, smallest number first.
# Second line of a record: A549/ATCC	EKVX	HOP-62	HOP-92	MOLT-4	SR	RPMI-8226	CCRF-CEM
- CCCCCCCCCN1CCCCC1
    70.7	99.8	80.1	76.4	95.7	98.9	89.9	67.8
- O=C1Nc2ccc([N+](=O)[O-])cc2C1=Nc1ccc(F)c(Cl)c1
    115.7	91.9	103.0	98.3	/	/	112.3	93.2
- COc1ccccc1CNC(=O)CCn1c(=O)[nH]c2ccccc2c1=O
    99.3	/	92.0	157.8	105.5	97.3	108.5	102.0
- COc1ccc(-c2cs/c(=N\N=C\c3cccc(F)c3)n2-c2ccccc2)cc1
    91.0	66.6	69.3	84.2	54.6	27.2	58.7	58.2
- NS(=O)(=O)c1ccc(NC(=O)N=Nc2c(O)n(Cc3ccc(F)cc3)c3ccccc23)cc1
    94.3	92.3	77.3	53.3	80.5	34.3	75.1	87.1
- COc1cc2cc3c(nc2cc1OC)CCN3Cc1ccc(NC(=O)Nc2cc(Cl)cc(Cl)c2)cc1
    84.4	/	111.0	65.1	56.4	62.5	85.9	82.2
- CN(CCCNC(=O)CCOCCOCCOCCNC(=O)Cc1ccc2ccc3cccc4ccc1c2c34)CCCNc1cc(-c2ccc3ccccc3c2)nc2ccccc12
    -33.9*	-65.8*	-90.4*	-88.2*	-83.7*	-74.8*	-48.9*	-78.6*

# Carrying on:
# Second line of a record: A549/ATCC	EKVX	HOP-62	HOP-92	MOLT-4	SR	RPMI-8226	CCRF-CEM
- CC(C)(CO)CN1CCOCC1
    99.2	115.9	109.1	94.8	105.4	101.7	92.8	96.9
- COc1cc(-n2nc(C(=O)NCCCCCC(=O)NO)nc2-c2ccccc2)cc(OC)c1OC
    101.7	102.8	87.7	79.5	97.0	99.5	102.0	81.8
- CCCCCOC(=O)Nc1nc(=O)n([C@@H]2O[C@H](C)[C@@H](OC(=O)CCC(=O)O[C@H]3CC[C@@]4(C)C(=CC[C@H]5[C@@H]6CC[C@H]([C@H](C)CCCC(C)C)[C@@]6(C)CC[C@@H]54)C3)[C@H]2O)cc1F
    90.2	102.2	93.2	95.0	100.7	104.1	94.7	85.4
- NC(=O)c1cccc(Br)c1
    101.6	114.2	81.3	80.9	105.8	112.8	101.0	81.9
- COc1ccc(/C=C/c2nc3ccc(NC(C)=O)cc3s2)cc1
    92.6	105.7	118.8	97.6	53.0	59.3	68.5	71.2
- CC(C)COC(=O)COc1ccccc1
    111.0	99.8	104.4	83.4	107.0	102.4	101.6	93.3
- CCCC(=O)OCc1ccccc1
    94.3	/	99.6	90.5	101.0	93.0	113.6	/
- COc1ccc(/C=C/C(=O)c2ccc(NC(=O)c3ccccc3OC(C)=O)cc2)cc1
    105.8	95.8	116.0	102.5	104.4	101.2	102.1	107.0
- CN(C)CCc1c[nH]c2ccc(CS(=O)(=O)N3CCCC3)cc12
    84.9	99.8	109.8	/	99.3	89.2	95.1	/
- C=C(C)[C@@H]1CC[C@]2(C(=O)N3CCN(C)CC3)CC[C@]3(C)[C@H](CC[C@@H]4[C@@]5(C)CC(CCCNC(C)=O)(CCCNC(C)=O)[C@H](OC(C)=O)C(C)(C)[C@@H]5CC[C@]43C)[C@@H]12
    101.6	96.4	102.6	98.2	85.7	76.2	75.5	91.8
- C/C(=N\NC(=O)CSc1nc2ccccc2c(=O)n1CCc1ccc(S(N)(=O)=O)cc1)c1ccc(Br)cc1
    47.3	88.2	77.4	/	55.3	51.1	49.7	76.7
- Cc1cc(=NO)cc(C)n1O
    113.1	105.3	100.2	110.6	96.6	72.5	102.8	80.9
- COc1cc(NC(=O)c2cc3ccccc3nc2Nc2cc(OC)c(OC)c(OC)c2)cc(OC)c1OC
    77.1	/	93.7	72.6	35.3	65.4	40.1	48.2
- COc1ccc2c(-c3nnc(N)s3)cc(=O)oc2c1
    104.8	94.0	100.4	105.7	106.1	102.4	95.6	/
- COC1=C(Nc2ccccc2C)C(=O)C(OC)=C(Nc2ccccc2C)C1=O
    92.2	113.0	96.7	74.9	96.2	90.3	120.3	95.5
- Cc1ccc(/C=C(/C(=O)c2ccccc2)c2ccccc2)cc1
    87.7	/	103.8	/	88.2	76.6	83.7	96.0
- Cc1ccc(CO)cc1C
    100.6	100.7	82.8	88.1	103.6	105.5	106.3	93.8
- CCOC(=O)c1nn(C2CCCCO2)c2ccc(NC(=O)Cc3ccccc3)cc12 (stereo not given)
    90.2	75.1	73.3	89.8	92.9	82.1	99.3	87.7
- CC(=O)c1ccc(OC(=O)Oc2ccc(C(C)=O)cc2)cc1
    99.7	111.7	103.5	/	95.2	102.0	100.6	98.5
- Cc1nn(-c2ccccc2)c(N2CCCCC2)c1-c1nc2ccc(C(=O)NN)cc2[nH]1
    99.8	101.6	94.7	110.3	92.7	84.9	87.1	97.3
- Cc1nn(-c2ccc([N+](=O)[O-])cc2)c(C)c1N=Nc1ccccc1
    88.8	101.3	86.2	88.6	94.2	76.5	95.7	92.3
- Clc1ccc(C=C2c3ccccc3-c3ccccc32)cc1
    95.4	104.1	93.7	64.4	105.9	90.3	103.2	103.0
- Cc1cc(C)c2c(c1)N1OC(C2)C[C@H]1/C=C/c1ccccc1 (stereo not given in full)
    95.2	90.0	110.5	/	77.7	83.2	94.9	92.9
- CC(=O)C1N=NCC1c1ccccc1 (stereo not given)
    /	101.0	112.4	73.8	96.7	111.0	110.4	104.4
- O=C(Nc1ccc(F)cc1)Nc1ccc2c(ccn2C(=O)c2cccc(F)c2)c1
    99.2	95.7	104.7	91.2	87.4	67.8	97.5	70.8
- O=c1c(S(=O)(=O)c2ccccc2)cc2c(n1Cc1ccccc1)-c1cnn(-c3ccc(Cl)cc3)c1CC2
    84.5	/	84.1	18.8	73.4	73.2	66.1	92.1
- Cc1ccc(NCC(=O)O)cc1
    104.3	103.4	112.0	113.5	98.2	92.6	101.1	97.2
- Oc1ccccc1N=Cc1ccccc1Cl
    95.5	95.8	92.2	107.7	90.8	108.5	76.0	107.2
- Nc1nc(CO)c(CCCCc2ccccc2)c(=O)[nH]1
    95.7	/	94.0	59.0	104.6	90.7	91.9	91.4
- COCCNC(=O)Cc1cc(-c2ccc(Cl)cc2)n(-c2ccccc2)c1C
    82.1	85.4	2.9*	78.8	90.0	61.9	63.0	88.1
- O=CNc1ccc(I)cc1
    102.9	96.8	/	95.6	93.4	99.1	110.7	98.1
- CCCCCCCCCCCCNC(=S)N/N=C/c1ccccc1Cl
    100.2	95.4	114.4	123.2	95.7	100.3	100.8	97.8
- Cc1c[n+]([O-])ccc1[N+](=O)[O-]
    102.3	59.5	113.2&101.5	69.4	106.3&106.9	116.3	99.8&94.9	92.6
- C=C1C(=O)O[C@H]2[C@H]1CC/C(COC(=O)NCc1cc[nH]c1)=C\CC[C@@]1(C)O[C@@H]21
    86.7	61.7	87.3	37.2	18.6	4.9*	30.2	-15.9*
- CCOC(=O)c1c(-c2ccc(F)cc2)c(Cc2ccccc2)n(CCc2ccccc2)c1C
    89.7	/	93.5	70.1	59.3	68.5	64.2	65.7
- Cc1c(/C=C/c2ccccc2O)[nH]c(=O)c(C#N)c1C#N
    103.8	98.8	99.9	92.2	96.2	96.8	110.7	113.2
- CC(=O)Nc1cc([N+](=O)[O-])ccc1C
    100.5	122.4	106.7	107.3	100.5	110.5	100.0	92.5
- N#CC1(C#N)C(C#Cc2ccccc2)OC23CCCCC2C1(C#N)C(=N)O3 (stereo not given)
    93.6	114.7	103.3	110.3	87.2	85.4	102.0	45.4
- COc1ccc(CNC(=O)c2nc(-c3cc(OC)c(OC)c(OC)c3)n(-c3ccc(OC)c(OC)c3)n2)cc1OC
    97.6	93.6	73.9	84.0	108.7	99.7	108.7	116.6
- COc1ccc(C(c2ccc(OC)c(OC)c2)c2ccc(OC)c(OC)c2)cc1OC
    94.0	103.6	100.5	84.2	101.4	88.4	95.6	103.1
- Cn1cc(-c2csc(-c3cn(C)c4ncccc34)n2)c2cc(F)cnc21
    73.6	77.7	99.1	/	80.1	/	70.1	67.4
- COc1ccc(NC2=C(Cl)C(=O)C(C)=C(C)C2=O)cc1
    98.3	31.4	95.6	-2.5*	21.8	20.6	68.8	2.1*
- c1ccc(CNC2CC3CCC2C3)cc1 (stereo not given)
    100.6&97.1	103.8&112.4	103.0&112.6	82.3&80.9	105.2&102.0	104.9&102.0	93.4	100.1&97.1
- COc1ccc(-c2[nH]nc(N)c2-c2cc(OC)c3c(c2)OCO3)cc1
    52.0	72.9	59.8	69.7	25.7	/	81.3	/
- Cn1c(SC(C(=O)Nc2ccc(F)cc2)c2ccccc2)nc2ccccc2c1=O (stereo not given)
    99.1	100.3	99.6	86.9	100.7	96.9	98.4	101.8
- Nc1ncnc2[nH]ncc12
    23.0	30.4	20.9	-21.4*	25.9	26.1	8.6*	13.1
- C#CCNc1ccc2c(c1)C(O)(CC#N)C(=O)N2 (stereo not given)
    96.1	94.6	99.6	94.9	96.6	99.8	100.4	98.3
- Cc1cc(C)c(CCc2c(C)cc(C)cc2C)c(C)c1
    95.7	89.8	95.6	123.9	89.8	101.5	114.5	116.5

# Full records from above.
# COc1ccc(C(c2ccc(OC)c(OC)c2)c2ccc(OC)c(OC)c2)cc1OC reads A549/ATCC = 94.0; EKVX = 103.6; HOP-62 = 100.5; HOP-92 = 84.2; MOLT-4 = 101.4; SR = 88.4; RPMI-8226 = 95.6; CCRF-CEM = 103.1
# Cn1cc(-c2csc(-c3cn(C)c4ncccc34)n2)c2cc(F)cnc21 reads A549/ATCC = 73.6; EKVX = 77.7; HOP-62 = 99.1; HOP-92 = /; MOLT-4 = 80.1; SR = /; RPMI-8226 = 70.1; CCRF-CEM = 67.4

# Retrieved by structure from the entries so far, 2 records:
# Second line of a record: A549/ATCC	EKVX	HOP-62	HOP-92	MOLT-4	SR	RPMI-8226	CCRF-CEM
- COc1ccc(-c2[nH]nc(N)c2-c2cc(OC)c3c(c2)OCO3)cc1
    52.0	72.9	59.8	69.7	25.7	/	81.3	/
- C=C1C(=O)O[C@H]2[C@H]1CC/C(COC(=O)NCc1cc[nH]c1)=C\CC[C@@]1(C)O[C@@H]21
    86.7	61.7	87.3	37.2	18.6	4.9*	30.2	-15.9*

# Source: PubChem (NCI)
